# AMA1 RON2 block = inhibitors of Plasmodium falciparum AMA1-RON2 interaction; AlphaScreen AMA1-biotinylated RON2 peptide binding; Potency, µM (titrated, usually from 58.2 µM), for inactives: top-dose activity change, negative = inhibition, usual class: inhibitors; 0.2% of 360,000 active; AID 720542;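 note: potency is the fitted concentration of half-maximal effect; 0% = vehicle wells and -100% = peptide control; nearly all actives have a fitted effect of over 45% in size; some results filed as inactive show a strong effect at the top dose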
#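 AMA1 (3D7) with his tag at 25 nM final met compounds first, then biotinylated RON2 peptide at 25 nM; detection used donor plus acceptor beads, 10 µg/mL apiece, read by AlphaScreen after 30 min at room temperature.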
# TbPYK inhibitor = blocks Trypanosoma brucei pyruvate kinase; Q57TT1; TbPYK enzyme, Kinase-Glo Plus ATP luminescence, 45 min; Potency, µM (doses to about 76.8 µM), for inactives: at the top dose activity, negative = inhibition, most hits filed as inhibitors; 0.12% of 410,000 active; note: potency is the fitted concentration of half-maximal effect; nearly all actives have a fitted effect of over 50% in size
#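 Luminescent Kinase-Glo Plus end-point after 45 min room-temperature reaction of T. brucei pyruvate kinase started with 130 uM ADP (final). Buffer TEA 50 mM pH 7.2 with KCl, MgCl2, BSA, Tween-20; titration-based qHTS with fitted concentration-effect curves.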
# AmpC no deterg = AmpC beta-lactamase inhibition without detergent | P00811 | AmpC nitrocefin hydrolysis, absorbance 480 nm, 0.0001% Triton | Potency, µM (series often up to 57.1 µM), for inactives: at the highest dose activity change, negative = inhibition, hits mostly inhibitors | 0.52% of 330,000 active | AID 485341;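 note: potency is the fitted concentration of half-maximal effect; plate controls were no compound for no effect and no enzyme for full effect; nearly all actives have a fitted effect of over 20% in size; some results filed as inactive show a strong effect at the top dose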
# Target sequence (P00811 whole entry, looked up): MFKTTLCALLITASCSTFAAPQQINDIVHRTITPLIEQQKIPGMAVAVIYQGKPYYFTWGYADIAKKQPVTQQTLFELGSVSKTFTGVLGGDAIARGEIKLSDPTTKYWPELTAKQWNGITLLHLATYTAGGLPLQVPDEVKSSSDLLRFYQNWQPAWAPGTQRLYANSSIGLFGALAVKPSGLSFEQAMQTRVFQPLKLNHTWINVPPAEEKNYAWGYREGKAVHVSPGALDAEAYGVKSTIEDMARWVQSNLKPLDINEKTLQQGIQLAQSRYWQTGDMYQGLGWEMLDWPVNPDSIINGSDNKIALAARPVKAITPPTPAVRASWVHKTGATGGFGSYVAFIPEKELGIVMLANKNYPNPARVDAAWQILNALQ
#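 AmpC (5.3 nM in the dispensed reagent) in 20 mM phosphate pH 7.0 with 0.01% (detergent screen) or 0.0001% Triton X-100 was preincubated with compounds for 15 min at room temperature. Nitrocefin was then added from an 800 uM solution, and hydrolysis was followed at 480 nm.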
# HCMV antiviral = inhibitors of human cytomegalovirus; HFF cells, HCMV-luciferase reporter, 72 h; hits give low values; activity change, negative = inhibition, % at 57.5 µM; 4.5% of 410,000 active; in the data active = activity change below about -60%; inconclusive = no clear call, values can overlap the other calls; inactive = above about -39%
#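 Inhibition of viral replication was scored as loss of reporter luminescence in HFFs infected with HCMV-luciferase (MOI 1 PFU/cell) for 72 h; compounds tested at 2 doses, normalized to buffer and Salinomycin controls.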
# Sm TGR block = inhibitors of Schistosoma mansoni thioredoxin glutathione reductase | Q962Y6 | purified TGR, DTNB reduction, TNB absorbance 405 nm | Potency, µM (titrated, usually from 114 µM), without a hit: at the top dose activity change, negative = inhibition, hits mostly inhibitors | 3% of 360,000 active; note: potency is the fitted concentration of half-maximal effect; nearly all actives have a fitted effect of over 60% in size
#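 First, TGR (20 nM dispensed) and NADPH were mixed with compound. Second, a 15 min room-temperature incubation followed. Third, further NADPH and then DTNB were added to start the reaction. Finally, TNB absorbance was monitored kinetically.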
# AmpC detergent = inhibitors of E. coli AmpC beta-lactamase with detergent; P00811; AmpC hydrolysis of nitrocefin, absorbance 480 nm, 0.01% Triton; Potency, µM (titrated, usually from 114 µM), for the others: top-dose activity change, negative = inhibition, actives largely listed as inhibitors; 0.041% of 370,000 active; AID 485294;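 note: potency is the fitted concentration of half-maximal effect; 0% = no-compound wells and -100% = no-enzyme wells; nearly all actives have a fitted effect of over 25% in size; some results filed as inactive show a strong effect at the top dose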
#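 20 mM phosphate pH 7.0 + 0.01% (detergent screen) or 0.0001% Triton X-100; 5.3 nM AmpC reagent; cpd preinc 15 min RT; nitrocefin (800 uM stock) to start; A480 q20 s × 4 min; Activity was normalised to no-enzyme and no-compound control wells.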
# LmPK inh = blocks Leishmania mexicana pyruvate kinase activity; Q27686; purified LmPK, Kinase-Glo ATP luminescence, 1 h; Potency, µM (titrated, usually from 57.5 µM), for the others: top-dose activity change, negative = inhibition, hits mostly inhibitors; 0.37% of 290,000 active; note: potency is the fitted concentration of half-maximal effect
# Target sequence (Q27686 whole entry, looked up): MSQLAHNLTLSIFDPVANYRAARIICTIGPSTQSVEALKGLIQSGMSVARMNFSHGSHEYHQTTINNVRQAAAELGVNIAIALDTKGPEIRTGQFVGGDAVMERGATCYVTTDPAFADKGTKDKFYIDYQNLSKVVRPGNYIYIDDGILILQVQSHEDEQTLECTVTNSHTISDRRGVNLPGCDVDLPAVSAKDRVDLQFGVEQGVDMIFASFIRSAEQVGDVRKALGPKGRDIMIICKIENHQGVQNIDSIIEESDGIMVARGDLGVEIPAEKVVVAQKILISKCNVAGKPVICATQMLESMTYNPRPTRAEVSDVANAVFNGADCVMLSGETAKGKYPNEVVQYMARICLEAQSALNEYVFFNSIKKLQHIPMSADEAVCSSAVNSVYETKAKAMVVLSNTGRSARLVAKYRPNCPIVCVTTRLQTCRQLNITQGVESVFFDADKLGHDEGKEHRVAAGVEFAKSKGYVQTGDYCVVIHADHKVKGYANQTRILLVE
#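 qHTS format; LmPK 0.1 nM; substrates PEP 0.5 mM and ADP 0.1 mM. One-hour room-temperature incubation, then coupled luciferase luminescence; 0.5 nM enzyme wells mark activation.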
# * hit, by the source's call; ? = inconclusive; . = not tested or not shown; [ ] = another dose, or the depositor's remark. Unless noted, calls come from the whole dose curve; as a rule, active = well fitted curve in the direction sought with a large enough effect; inconclusive = small, poorly fitted or top-dose-only effect, or another doubt; inactive = no such curve, though single readings can be large; an effect the other way counts as inactive or inconclusive. Unless noted, % is set by controls: 0 for no effect and ±100 for the full control effect.
SMILES,AMA1 RON2 block,TbPYK inhibitor,AmpC no deterg,HCMV antiviral,Sm TGR block,AmpC detergent,LmPK inh
COc1cc(NC(=O)c2ccc(Br)o2)ccc1NC(=O)c1ccccc1Cl,-2%,5%,-41%,.,-29%,-5%,3%
CCc1ccc2c(c1)C1(NN=C(c3ccccc3)S1)C(=O)N2 (stereo not given),-10%,-11%,-21%,29,?,1%,-7%
Cc1occc1C(=O)OCC(=O)Nc1ccc(F)cc1,4%,-17%,-6%,22,-17%,?,-5%
COCCNC(=O)c1ccc(NS(=O)(=O)c2cc(C)ccc2C)cc1,4%,-9%,-22%,-8,3%,?,-1%
COc1cc2c(cc1OC)C(c1cccc(F)c1)CC(=O)N2 (stereo not given),5%,3%,-8%,20,-18%,-14%,-1%
O=C(N/N=C/c1ccc(F)cc1)c1c(O)c2ccccc2[nH]c1=O,66%[activator],-6%,-8%,-21,-16%,-6%,0%
CCn1c(COc2ccc(C)cc2)nnc1SCC(=O)NNC(=O)c1ccc(OC)cc1,48%[activator][11.6 µM],-15%,-1%,7,-4%,-7%,2%
CCCCC1=NN2C(=N)CC(=O)N=C2S1,13%,-7%,-19%,15,2%,-2%,-1%
O/N=C/c1ccc(-c2ccccc2OC(F)(F)F)o1,-22%,-2%,-29%,?,-1%,1%,1%
NS(=O)(=O)c1ccc(CCNC(=O)CN2CCC(Cc3ccccc3)CC2)cc1,6%,0%,7%,-76*,-9%,-5%,1%

# Next part; it opens with the 4 that closed the last part.
SMILES,AMA1 RON2 block,TbPYK inhibitor,AmpC no deterg,HCMV antiviral,Sm TGR block,AmpC detergent,LmPK inh
CCn1c(COc2ccc(C)cc2)nnc1SCC(=O)NNC(=O)c1ccc(OC)cc1,48%[activator][11.6 µM],-15%,-1%,7,-4%,-7%,2%
CCCCC1=NN2C(=N)CC(=O)N=C2S1,13%,-7%,-19%,15,2%,-2%,-1%
O/N=C/c1ccc(-c2ccccc2OC(F)(F)F)o1,-22%,-2%,-29%,?,-1%,1%,1%
NS(=O)(=O)c1ccc(CCNC(=O)CN2CCC(Cc3ccccc3)CC2)cc1,6%,0%,7%,-76*,-9%,-5%,1%
CCCCn1c(N)c(N(CC(C)C)C(=O)C2CC(=O)N(CCc3ccccc3)C2)c(=O)[nH]c1=O (stereo not given),-6%,8%,-3%,-3,0%,3%,-15%
Cc1c(C#N)c2ccccc2n1CC(=O)NC(C)c1ccccc1 (stereo not given),2%,-3%,-19%,15,-17%,?,4%
CN(C)S(=O)(=O)c1ccc(N2CCCC2)c(C(=O)OCC(=O)NC2(C#N)CCCCC2)c1,-22%,5%,-15%,.,3%,?,.
O=C1c2ccccc2C(c2nnnn2Cc2ccccc2)N1Cc1ccc(F)cc1 (stereo not given),2%,-9%,.,-19,.,.,.
NNC(=O)c1ccc(CSc2nc3ccccc3s2)cc1,83%[activator],-1%,-9%[2.29 µM],49,-11%,-11%,0%
C/C(CCc1ccc2c(c1)OCO2)=N\N=C1\NC(=O)CC(C(=O)Nc2ccccc2)S1 (stereo not given),62%[activator],0%,-29%,26,-18%,-3%,1%
CCOC(=O)c1ccc(Nc2nc(C)nc3c2nnn3Cc2ccccc2)cc1,-9%,-10%,-15%,-31,-2%,-7%,4%
COc1ccc(CNCCc2ccc(Cl)cc2)cc1OCc1ccccc1,?,-16%,17%,.,-7%,0%,0%
CC(C)CNc1c(N)n(CC(C)C)c(=O)[nH]c1=O,11%,-7%,-12%,-6,9%,2%,-6%
CC(C)(C)N(CC#CCC(O)(c1ccccc1)C1CCCC1)CCO (stereo not given),0%,0%,34%,?,4%,6%,0%
COc1ccc(C2/C=C\CN(C(=O)NC34CC5CC(CC(C5)C3)C4)CC(=O)N2Cc2ccc(F)cc2)cc1 (stereo not given),-3%,4%,-6%,-16,15%,-8%,2%
Cc1ccc(C(=O)NC2(O)C(=O)c3ccccc3C2=O)cc1C,-21%,-7%,-12%,16,0%,-3%,-4%
Cc1ccc(NC(=O)CCC(=O)N2CCC(C)CC2)c([N+](=O)[O-])c1,9%,1%,1%,0,-26%,-8%,1%
CCn1c(=N)n(CC(=O)c2ccco2)c2ccccc21,4%,.,-12%,33,-10%,?,0%
CCN(CC)C(=O)c1ccc(NC(=O)Nc2ccccc2F)cc1,-9%,?,-28%,-17,-7%,-1%,?
CC1CCCCN1CC(=O)Nc1ccc2c(c1)OC(F)(F)O2 (stereo not given),15%,-1%,-18%,20,5%,1%,2%
CC(=O)N1c2ccc(S(=O)(=O)N3CCCC3)cc2CC1C(=O)NCc1ccc(OC(C)C)cc1 (stereo not given),-11%,3%,95%[activator],?,3%,?,-10%
COc1cc(C(=O)Nc2nnc(Cc3ccccc3)s2)cc(OC)c1OC,-11%,-6%,60%,-14,15%,0%,-1%
COc1ccc(-c2nn(CCC(=O)O)cc2/C=C2\SC(N)=NC2=O)cc1OC,7%[2.32 µM],-8%,-7%,1,-3%,?,11%
O=C(Cn1nc(C(F)(F)F)c2c1CCCCC2)N1CCOCC1,12%,3%,-5%,45,-3%,-1%,-1%
CCOC(=O)c1cn(Cc2ccccc2)c2cc(C)nn2c1=O,3%,-1%,-14%,-8,13%,2%,-3%
Cc1cc2ncn(C3CC(O)C(CO)O3)c2cc1C (stereo not given),-7%,-1%,.,-10,.,.,.
O=S(=O)(c1cccc(-c2n[nH]c(=S)n2-c2ccc(OC(F)(F)F)cc2)c1)N1CCOCC1,76%[activator],?,5%,-18,.,.,.
O=C(C1CCCN1C(=O)c1cccs1)N1CCc2ccccc21 (stereo not given),0%,-5%,1%,16,0%,-10%,1%
Cc1cc(C)c(C)c(C(=O)CSc2nnc(-c3ccc4[nH]c(C)c(C)c4c3)o2)c1C,6%,-8%,-57%,?,-24%,2%,1%
CN(CC(=O)Nc1ccccc1C(F)(F)F)C(=O)c1ccc2c(=O)n3c(nc2c1)CCC3,25%,9%,6%,37,-4%,4%,.
CCN(CC)Cc1nc2c(c(=O)[nH]1)C(CC)(CC)Cc1ccccc1-2,57%[activator],3%,-5%,?,-18%,-5%,0%
CCCC1(c2ccccc2)NC(=O)N(CC(=O)NCC2COc3ccccc3O2)C1=O (stereo not given),2%,5%,-1%,-13,6%,5%,.
CC1(C(=O)NS(C)(=O)=O)CCN1C(=O)Cc1ccc(-c2ccccc2)cc1 (stereo not given),-5%,-7%,.,3,.,.,.
Cc1ccc(CNC(=O)CN2C(=O)NC(C)(c3ccccc3Cl)C2=O)cc1 (stereo not given),1%,-7%,5%,-2,-14%,-9%,2%
Cc1cccc(Cn2cc(C(=O)c3ccccc3)c(=O)c3cc4c(cc32)OCO4)c1,.,7%,.,-14,0%,-9%,.
CCn1c(=O)cc(OCC(=O)N2CCN(c3cccc(Cl)c3)CC2)c2ccccc21,.,0%,.,11,-8%,-6%,.
CCOC(=O)CCN(Cc1cccs1)S(=O)(=O)c1ccc(F)cc1,9%,-5%,-12%,-11,-3%,-11%,0%
CC1CC(=O)Nc2ccccc2N1S(=O)(=O)c1ccc(C(F)(F)F)cc1 (stereo not given),-8%,-1%,-3%,10,?,?,0%
N#Cc1ccc(Oc2ccc(S(=O)(=O)N3CCCC3)cn2)cc1,-19%,3%,-21%,-18,-4%,-13%,.
[O-]/[N+](=C\c1ccc(OC(F)F)cc1)c1ccccc1,32%[activator],-7%,-23%,-16,2%,-14%,-6%
Cn1c(CSCc2ccc(Cl)cc2)nnc1SCC(=O)Nc1nc2ccccc2s1,9%,-4%,-8%,16,2%,1%,-2%
O=C(CCNc1ccc(Cl)cc1)c1cccs1,6%[11.6 µM],0%,-27%,-25,16µM*,?,-4%
CC1(C(=O)Nc2ccc3[nH]ncc3c2)CCN1C(=O)Cc1ccc(-c2ccccc2)cc1 (stereo not given),-5%,2%,.,?,.,.,.
O=C(Nc1cccc(S(=O)(=O)N2CCCC2)c1)[C@@H]1O[C@H](CO)[C@H](O)[C@H](O)[C@H]1O,2%,-5%,.,1,.,.,.
CC1(C)CC(=O)C2=C(C1)NC(=O)CC2c1cc(F)ccc1F (stereo not given),9%,0%,-20%,-6,-31%,-3%,4%
Cc1cc(OCC(=O)N2CCC(C(=O)O)CC2)c2c3c(c(=O)oc2c1)CCCC3,0%,-2%,-14%,14,11%,?,-6%
O=C(c1ccc2nsnc2c1)N1CCN(c2ccc([N+](=O)[O-])cc2)CC1,-6%,0%,-17%,0,-19%,-12%,2%
COc1ccc(-n2c(=O)cc(N3CCN(c4ccccc4)CC3)[nH]c2=O)cc1,-18%,6%,-11%,16,-2%,-7%,-2%
C/C(=N/NC(=O)C1CCCC1)c1ccc(NC(=O)C(F)(F)F)cc1,.,.,-10%,-7,0%,-2%,0%

# Not a retest: 4 of the compounds above.
SMILES,AMA1 RON2 block,TbPYK inhibitor,AmpC no deterg,HCMV antiviral,Sm TGR block,AmpC detergent,LmPK inh
CC1(C(=O)Nc2ccc3[nH]ncc3c2)CCN1C(=O)Cc1ccc(-c2ccccc2)cc1 (stereo not given),-5%,2%,.,?,.,.,.
O=C(Nc1cccc(S(=O)(=O)N2CCCC2)c1)[C@@H]1O[C@H](CO)[C@H](O)[C@H](O)[C@H]1O,2%,-5%,.,1,.,.,.
CC1(C)CC(=O)C2=C(C1)NC(=O)CC2c1cc(F)ccc1F (stereo not given),9%,0%,-20%,-6,-31%,-3%,4%
Cc1cc(OCC(=O)N2CCC(C(=O)O)CC2)c2c3c(c(=O)oc2c1)CCCC3,0%,-2%,-14%,14,11%,?,-6%

# High-throughput results from PubChem BioAssay.
